Bioassay records deposited in PubChem by several laboratories.
AddAB inh – less growth of phage-infected E. coli with AddAB; E. coli expressing H. pylori AddAB, absorbance growth; inhibition, % at 11.9 µM; 0.29% of 330,000 active; AID 435030; in the data active = inhibition above about 12%;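 note: 0% = vehicle wells of infected cells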
MITF act – increases MITF-driven TRPM1 promoter luciferase signal | 0.75% of 300,000 active | SK-MEL-5 TRPM1-promoter luciferase, 24 h; % of positive control, neutral wells = 0 | AID 588334 | activation, % at 12.5 µM;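 active = mean activation of at least 80% with every replicate also reaching 80%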;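 note: 0% = neutral control wells and 100% = parthenolide positive control wells; values of inactives mirror those of a sister screen read the other way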
Wnt act – activates Wnt/beta-catenin signaling in a reporter cell assay | activator, plate reader | activation, % at 9.35 µM | 1.2% of 300,000 active | AID 743398; in the data active = activation above about 30%, passing the limit was not always enough;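 note: 0% = neutral control wells and 100% = positive control wells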
CAL PDZ FP-1 – inhibitors of human CAL PDZ peptide binding; 0.92% of 300,000 active; AID 602252; inhibition, % at 24.9 µM; Q9HD26; purified CAL PDZ, TMR-peptide fluorescence polarization, 1 h;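 active = mean inhibition of at least 30% with at least half of replicates also reaching 30%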;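 note: 0% = DMSO neutral control and 100% = excess unlabeled competitor peptide PRC23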
E coli growth – counter-screen for AddAB inhibitors: E. coli growth inhibition | AID 449728 | E. coli V3065 growth, OD600 absorbance, 18 h | 0.27% of 330,000 active | inhibition, % at 11.9 µM;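 active = inhibition above the campaign's mean inhibition across all tested compounds plus 3 SD, cut at about 9.9% in these data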;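 note: uninfected addAB+ strain grown without phage in ampicillin broth; 0% = DMSO wells and 100% = ciprofloxacin 0.95 µg/ml wells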
Tat transport – inhibitors of E. coli Tat protein transport | E. coli MC4100 TorA-mCherry Tat export, fluorescence | inhibition, % at 10 µM | 0.036% of 340,000 active;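 active = mean replicate inhibition at least 50% and at least half of replicates individually reaching 50%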;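 note: exported cargo escapes ClpAP degradation while cytoplasmic cargo is degraded and loses fluorescence; 0% = median of neutral control wells and 100% = median of NaSCN control wells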
SR-BI DiI inh – inhibitors of mouse SR-BI mediated HDL lipid uptake | inhibition, % at 12.5 µM | ldlA[mSR-BI] CHO cells, DiI-HDL uptake fluorescence, 3 h | 0.96% of 320,000 active;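 active = mean replicate inhibition of at least 70% and a set share of replicates each scoring 70 or more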;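 note: 0% = median of neutral control wells and 100% = median of positive control wells; values of inactives mirror those of a sister screen read the other way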
Target sequence (Q61009 whole entry, looked up): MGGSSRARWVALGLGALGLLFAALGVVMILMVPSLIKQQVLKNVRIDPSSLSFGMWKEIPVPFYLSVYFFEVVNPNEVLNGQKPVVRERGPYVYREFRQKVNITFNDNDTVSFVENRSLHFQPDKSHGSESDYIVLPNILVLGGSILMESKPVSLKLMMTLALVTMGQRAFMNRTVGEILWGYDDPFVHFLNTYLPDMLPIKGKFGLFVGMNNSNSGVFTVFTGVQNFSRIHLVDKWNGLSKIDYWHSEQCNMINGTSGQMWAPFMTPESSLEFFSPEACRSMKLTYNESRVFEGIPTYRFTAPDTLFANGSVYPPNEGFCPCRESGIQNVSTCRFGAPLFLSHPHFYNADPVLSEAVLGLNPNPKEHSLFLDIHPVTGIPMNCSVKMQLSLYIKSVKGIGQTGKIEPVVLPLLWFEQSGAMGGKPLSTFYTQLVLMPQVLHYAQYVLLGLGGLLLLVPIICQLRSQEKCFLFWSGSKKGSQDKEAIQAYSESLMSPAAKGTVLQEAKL
SR-BI uptake up – activators of SR-BI mediated HDL lipid uptake. CHO ldlA[mSR-BI] cells, DiI-HDL uptake fluorescence, 3 h; 100 = double the neutral-control signal. activation, % at 12.5 µM. 0.096% of 320,000 active. AID 504775;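 active = mean replicate activation of at least 60% and every replicate at or above 60%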;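 note: 0% = median plate neutral-control signal and 100% = twice that signal; values of inactives mirror those of a sister screen read the other way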
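Test system: SR-BI-overexpressing, LDLR-lacking CHO cells; Medium: Ham's F12 with 0.5% BSA, HEPES 25 mM, pH 7.4; Schedule: 3 h, 37 °C; Technique: bottom-read fluorescence, 550/595 nm.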
CAL PDZ FP-2 – blocks peptide binding to human CAL PDZ domain. AID 504414. inhibition, % at 20 µM. purified CAL PDZ, TMR-peptide fluorescence polarization, 1 h. 0.02% of 330,000 active. Q9HD26;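 active = highest replicate inhibition of at least 40%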;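 note: plate controls were DMSO neutral control wells for no effect and unlabeled competitor peptide control wells for full effect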
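Material: tagged CAL PDZ protein CerCALP, purified; buffer or medium: sodium phosphate/NaCl buffer pH 7.4 with TCEP, IgG, Thesit; also added: fluorescent TMR peptide probe; schedule: 1 h incubation at room temperature before polarization reading; technique: fluorescence polarization from S- and P-plane intensities, G-factor corrected; control set: unlabelled peptide and DMSO controls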
phage Ecoli inh – E. coli growth loss with phage present; 0.26% of 360,000 active; growth absorbance; inhibition, % at 11.9 µM; in the data active = inhibition above about 11%
The depositor's hits bear a star; · = not tested or not shown; & = joins results of further samples.

molecule	AddAB inh	MITF act	Wnt act	CAL PDZ FP-1	E coli growth	Tat transport	SR-BI DiI inh	SR-BI uptake up	CAL PDZ FP-2	phage Ecoli inh
CN1CCN(C2=Nc3cc(Cl)ccc3Nc3ccccc32)CC1	-3.2	-4	-1&-1	-5	-0.9	-6	28	-28	0.3	2.1
CC(C)(C)C(=O)Nc1cc(NC(=O)C(C)(C)C)cc(C(=O)Nc2c[nH]c(=O)[nH]c2=O)c1	0.0	·	1	·	-0.3	·	·	·	·	2.7
CC(=O)Nc1ccc(N2C(=O)CC(Sc3nccc(C)n3)C2=O)cc1 (centres undefined)	1.1	·	0	-8	-1.3	9	-30	30	-0.9	-2.2
CCOC(=O)CN(C(=O)CSc1nnc2c(n1)[nH]c1ccc(OC)cc12)c1ccc(F)cc1	1.1	1	·	·	-0.5	-11	40	-40	-3.8	-0.9
CCOCCCNC(=O)c1cc(-c2ccc(Br)s2)nc2ccccc12	-1.2	6	-2	0	0.6	1	49	-49	-0.7	-0.2
COC(=O)c1ccc(C[n+]2ccccc2)cc1	1.0	·	-2	-7	-0.1	-3	-6	6	0.0	3.2
COc1cc(/C=C/C(=O)N2CCN(Cc3ccccc3)CC2)cc(OC)c1OC	-2.6	5	-1	-3	-0.5	-1	32	-32	·	-1.6
COc1ccc(-c2c(C(F)(F)F)oc3cc(OCC(=O)Nc4ccccc4C(F)(F)F)ccc3c2=O)cc1OC	3.3	-19	-1	-4	0.5	6	65	-65	-0.5	3.0
N/C(=N\OC(=O)CCC1CCCC1)c1ccc(Br)cc1	0.9	20	0	-5	0.7	-16	3	-3	-2.9	1.3
O=C(NCCN1CCOCC1)c1ccc2c(c1)N(Cc1ccc(Cl)cc1)C(=O)CS2	-0.5	1	1	-14	-0.4	4	·	·	-4.3	1.2
COc1ccc(-c2noc3c2-c2nc(-c4ccccc4F)sc2CC3)cc1	-1.4	-7	-2	4	0.6	-4	66	-66	-0.8	3.8
CCN(CCCNS(=O)(=O)c1ccc2c(c1)CCN2C(C)=O)c1cccc(C)c1	1.9	-4	-3	·	-1.0	5	38	-38	-0.7	2.5
O=C(CSc1ccc2nnc(-c3ccccn3)n2n1)NCC1CCCO1 (centres undefined)	2.6	1	-4	·	-0.5	-4	-1	1	-1.1	-0.7
CCOC(=O)c1ccc(Oc2cn[nH]c2-c2ccc(OCC(=O)NN)cc2O)cc1	1.9	-14	2	-9	6.0	-3	-4	4	-1.9	6.2
COCCCNC(=O)Cn1cc(C(C)=O)c2ccccc21	2.6	-3	1	-1	-2.0	-10	-8	8	0.3	2.1
O=C(CN1C(=O)NC2(CCCC2)C1=O)Nc1nc(-c2ccc(F)cc2)cs1	0.7	·	-3	-5	1.2	-2	44	-44	-1.7	2.8
COc1ccc(NC(=O)NC(C(F)(F)F)C(F)(F)F)cc1	3.3	·	0	0	0.2	1	8	-8	-1.1	0.5
CC(=O)N(c1cccc(C(F)(F)F)c1)c1nc(/C=C/C(=O)O)cs1	2.5	1	1	-2	0.9	13	1	-1	-0.6	0.3
CCC(C(=O)Nc1ccc2c(c1)OCCO2)n1c(=O)[nH]c2ccccc2c1=O (centres undefined)	1.4	17	-7	3	-1.7	4	4	-4	-1.5	1.0
Cc1ccc(OCc2ccccc2C)c([N+](=O)[O-])n1	5.3	27	2	-4	3.0	-4	8	-8	-2.5	-1.4
CCS(=O)(=O)c1nc(S(=O)(=O)c2ccc(C)cc2)c(NCCCN2CCOCC2)s1	2.3	-6	-1	·	-1.8	-11	-16	16	-0.4	-0.2
COc1ccc(C(=O)Nc2ccccc2C(=O)N(Cc2ccco2)C(C(N)=O)C(C)C)cc1 (centres undefined)	1.2	-9	·	-3	0.9	-1	46	-46	0.0	2.3
CN(C)S(=O)(=O)c1cc(NC(=O)COC(=O)Cc2ccc(Br)cc2)ccc1Cl	-0.2	1	·	-3	-1.2	4	-32	32	-2.5	1.5
COc1ccc(Cl)cc1N1C(=O)CC(N2CCN(S(=O)(=O)c3ccccc3F)CC2)C1=O (centres undefined)	-1.6	17	-3	·	1.9	4	-3	3	-3.1	1.9
COc1ccc(OC)c(NC(=O)C2CC(=O)N(CCc3ccc(F)cc3)C2)c1 (centres undefined)	·	7	·	·	·	5	-10	10	-0.1	·

Copied from the list:
`COc1ccc(C(=O)Nc2ccccc2C(=O)N(Cc2ccco2)C(C(N)=O)C(C)C)cc1` (centres undefined) in phage Ecoli inh reads 2.3
`CC(C)(C)C(=O)Nc1cc(NC(=O)C(C)(C)C)cc(C(=O)Nc2c[nH]c(=O)[nH]c2=O)c1` in phage Ecoli inh reads 2.7

(further entries)
molecule	AddAB inh	MITF act	Wnt act	CAL PDZ FP-1	E coli growth	Tat transport	SR-BI DiI inh	SR-BI uptake up	CAL PDZ FP-2	phage Ecoli inh
Cc1oc2ccc(OC(=O)N3CCOCC3)cc2c1C(=O)OC(C)C	3.8	-7	·	5	-1.5	2	4	-4	-0.6	-1.6
CCOC(=O)C(N)CSC1CC(=O)N(c2ccc(OC)cc2)C1=O (centres undefined)	1.2	-14	2	-3	2.3	3	-12	12	-1.7	1.3
CCO[C@@H]1OC(C(=O)Nc2ccccc2)=C[C@H](c2ccc3c(c2)OCO3)[C@H]1CCCO	-2.4	3	-7	-6	-3.3	1	11	-11	-0.2	-1.8
O=C(CSc1nnc(-c2ccccc2)n1-c1ccccc1)c1ccc[nH]1	2.0	-2	-7	-5	1.4	-4	0	0	0.6	3.4
Cc1cc(C)n2nc(C(=O)Nc3ccc(S(=O)(=O)N(C)C)cc3)nc2n1	3.8	4	6	-1	-0.1	1	·	·	-2.3	1.3
COc1ccc(N(CC(=O)NCc2ccc3c(c2)OCO3)S(=O)(=O)c2c(C)nn(C)c2C)cc1	-1.7	·	-1	1	0.8	-3	-25	25	1.1	2.3
CC1CCN(S(=O)(=O)c2ccc(C(=O)Nc3nnc(-c4ccco4)o3)cc2)CC1	-0.1	-11	-2	·	-3.1	-12	1	·	0.0	-1.8
CCN(CC(=O)Nc1cc(OC)ccc1OC)Cc1nc2ccccc2c(=O)[nH]1	-2.7	-1	-1	-3	2.1	4	-18	18	-1.4	3.6
O=C(N/N=C\c1ccccc1F)c1ccc(-c2ccccc2)cc1	·	41	9	-3	·	4	63	-63	-0.9	0.9
CCn1cnc2c1c(=O)n(CC(=O)N1CCc3ccccc31)c(=O)n2Cc1ccccc1	-0.1	·	·	6	-3.0	3	5	-5	-1.8	4.1
CC1(C)CC(=O)C2=C(C1)NC(=O)CC2c1cc2c(cc1Br)OCO2 (centres undefined)	3.6	-11	·	·	-0.4	-7	-33	33	0.0	0.2
CCOC(=O)CC[C@H](NC(=O)Cn1cnc2c(NCc3ccccc3)ncnc21)C(=O)OCC	0.7	-7	-1	-1	-2.0	-4	18	-18	2.3	4.0
Cc1nn(CCO)c2ncc(C(=O)c3cc(F)ccc3O)cc12	1.4	4	-3	-2	-0.8	1	-1	1	-2.4	1.7
CCC(C)C(=O)OCC1(c2ccc(C)cc2OC(=O)C(C)C)CO1 (centres undefined)	3.0	3	-1	-1	0.8	-3	-14	14	0.9	3.2
FC(F)(F)c1cc(C(F)(F)F)n2nc(-c3sccc3-n3cccc3)cc2n1	-1.5	-6	-3	·	-0.9	2	0	0	1.0	2.1
O=C(O)CCn1cc(/C=C\C(=O)c2ccc(Cl)cc2)c(-c2cccc(Br)c2)n1	1.6	7	-2	-7	0.4	25	-16	16	-1.5	4.0
Cc1c(O)ccc(-c2[nH]ncc2-c2nc3ccccc3s2)c1O	2.4	-1	·	-7	0.2	2	-16	16	·	3.8
Cc1ccc(NC(=O)c2ccc(F)cc2)cc1S(=O)(=O)N1CCCCCC1	3.3	-17	-13	1	1.3	4	46	-46	-2.1	7.3
Cc1cccc(C)c1NC(=O)CN(C)C(=O)c1ccc(NS(=O)(=O)c2ccc3[nH]c(=O)[nH]c3c2)cc1	0.8	-2	-2	-3	3.0	-11	-59	59	-4.5	4.4
COC(=O)c1cccc(-n2c(CCC(=O)O)ccc2-c2cccs2)c1	-0.5	7	2	4	-0.2	4	·	·	-2.7	4.7
COc1cc(CNc2ncc(-c3ccc(Br)cc3)n2C)cc(OC)c1OC	-2.2	·	-1	-1	-1.4	5	-19	19	-0.8	-0.9
Cc1cc(C)c2[nH]c(O)c(N=NC(=S)NCC3CCCO3)c2c1 (centres undefined)	-1.9	-15	-14	-3	-3.1	13	-17	17	-0.5	0.1
CCCCS(=O)(=O)N1CCCC(C(=O)N2CCOCC2)C1 (centres undefined)	0.8	2	-2	·	-2.1	4	5	-5	1.1	1.5
Fc1ccc(N/N=C2/CCSc3sccc32)c(F)c1	0.1	-3	13	-4	2.0	7	5	-5	-1.2	2.7
COc1cccc(NC(=O)Nc2nnc(Cc3ccc(F)cc3)s2)c1	-2.6	-3	-2	-5	1.3	-2	-13	13	·	0.4
Nc1nc(NC(=O)c2ccccc2)nn1-c1ccccc1	1.4	13	10	3	-0.3	7	-5	5	-1.0	4.0
O=C(COc1ccccc1)Nc1nnc(S(=O)(=O)N2CCCCC2)s1	3.5	-9	0	19	-1.5	-4	-5	5	0.2	-2.6
CCCCOc1ccc(C(=O)NCC(=O)NCCCn2nc(C)cc2C)cc1	-1.8	-4	-1	0	1.1	-2	43	-43	-0.5	2.6
O=C1CC(NS(=O)(=O)c2cccs2)CN1c1ccccc1 (centres undefined)	-0.3	-2	-1	-2	5.6	-5	-17	17	-1.6	1.8
Cc1nc(N2CCOCC2)c2c(C)c(C(=O)Nc3ccc(F)cc3F)sc2n1	-0.1	5	0	-1	-1.1	4	61	-61	-1.2	-1.4
COc1ccc(CC(=O)NCCN2CCOCC2)cc1	3.7	-2	-2	-1	-1.4	-18	-10	10	1.8	3.1

Just Wnt act, phage Ecoli inh and SR-BI DiI inh (5 entries from above):
canonical_smiles | Wnt act | phage Ecoli inh | SR-BI DiI inh
CCOC(=O)C(N)CSC1CC(=O)N(c2ccc(OC)cc2)C1=O (centres undefined) | 2 | 1.3 | -12
CC(=O)Nc1ccc(N2C(=O)CC(Sc3nccc(C)n3)C2=O)cc1 (centres undefined) | 0 | -2.2 | -30
COc1ccc(Cl)cc1N1C(=O)CC(N2CCN(S(=O)(=O)c3ccccc3F)CC2)C1=O (centres undefined) | -3 | 1.9 | -3
CC(C)(C)C(=O)Nc1cc(NC(=O)C(C)(C)C)cc(C(=O)Nc2c[nH]c(=O)[nH]c2=O)c1 | 1 | 2.7 | ·
COc1ccc(C(=O)Nc2ccccc2C(=O)N(Cc2ccco2)C(C(N)=O)C(C)C)cc1 (centres undefined) | · | 2.3 | 46
